ERK EGF inh: blocks ERK signaling stimulated by EGF; HEK293-V1b, EGF-stimulated phospho-ERK AlphaScreen; Potency, µM (titrated, usually from 11.5 µM), for the others: at the highest dose activity change, negative = inhibition, hits mostly inhibitors; 130,000 tested, 0.41% active; active = well fitted inhibition curve with a large enough effect; inconclusive = small, poorly fitted or top-dose-only effect, or effect the other way;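 note: plate controls were stimulated vehicle wells for no effect and unstimulated vehicle basal for full effect; nearly all actives have a fitted effect of over 55% in size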
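After overnight plating in 1% FBS, HEK293-V1b cells received test compound for half an hour, then a 5 min pulse of EGF (25 nM); ERK phosphorylation in lysates was read by bead-based AlphaScreen.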
Starred values were filed as active, the others as inactive; u = inconclusive; [ ] = another dose, or the depositor's remark. Potency is the fitted concentration of half-maximal effect.

compound,ERK EGF inh
FC(F)(F)c1ccc2c(c1)C1C=CCC1C(c1ccncc1)N2 (stereo not drawn),2%
NNC(=O)C1CC1(c1ccccc1)c1ccccc1 (stereo not drawn),-3%[57.5 µM]
Cc1ccc(S(=O)(=O)N(C)C)cc1NC(=S)NNC(=O)C1CC1,27%
Cc1cccc(NC(=O)CCSc2ccccc2)c1C,-1%
Nc1ccccc1Nc1cc(-c2cccc(Cl)c2)nn1-c1ccccc1,2%
COc1ccc(/C(N)=N/O)c(OC)c1,1%
Cc1nnc(Sc2cc(C(=O)NCCCN(C)Cc3ccccc3)c3ccccc3n2)s1,8%
O=S1(=O)CCC(NC(=S)NCCNC(=S)NC2CCS(=O)(=O)C2)C1 (stereo not drawn),-2%
O=c1oc(-c2ccccc2NS(=O)(=O)c2ccc3ccccc3c2)nc2ccccc12,3%
CC1=NN(c2ccc(C)c(C)c2)C(=O)/C1=C/c1ccc2c(c1)n(C)c(=O)n2C,4%
COCCNC(=O)CN(C(=O)Cn1nnc2ccccc21)c1cccc(C)c1C,-14%
COC(=O)Cc1ccc(NC(=O)c2ccc(NC(=O)c3ccco3)cc2)cc1,6%
c1ccc(C(c2ccccc2)N2CCN(C(c3ccccn3)c3nnnn3C3CCCC3)CC2)cc1 (stereo not drawn),1%
Cc1cc(C)nc(SCc2ccc(C(=O)N/N=C/C3CCCCC3)cc2)n1,9%
COc1ccc(S(=O)(=O)N2CCC(NC(=O)C(Cc3cccc(OC)c3OC)NC(C)=O)CC2)cc1 (stereo not drawn),-4%
CCOC(=O)/C(C#N)=C/c1cn(CCC(=O)O)nc1-c1ccccc1,-3%
Nc1ccc(NC2C[C@@H](C(=O)O)NC2=O)cc1 (stereo partly drawn),-3%
CC(=O)NC1=C(NC2CCS(=O)(=O)C2)C(=O)c2ccccc2C1=O (stereo not drawn),26%
CCOc1cc(/C=C2\NC(=S)N(c3c(C)n(C)n(-c4ccccc4)c3=O)C2=O)ccc1O,4%
Cc1cc(C)c2sc(N(CCCN(C)C)C(=O)COc3ccc(Cl)cc3)nc2c1,-4%
COCCCN(CCCN)Cc1ccco1,1%
COc1ccc(CCn2c(-c3cc([N+](=O)[O-])cc([N+](=O)[O-])c3)nc3nc4ccccc4nc32)cc1OC,0%
CC1CC(C)(C)Nc2ccc(N=O)cc21 (stereo not drawn),25%
COc1ccccc1OCCSc1nc2ccc([N+](=O)[O-])cc2s1,u
CCN1CCN(C(=O)c2cc3c(=O)oc4ccc(C)cc4c3s2)CC1,-2%[57.5 µM]
O=C(Nn1cnc2ccccc2c1=O)c1ccccc1[N+](=O)[O-],1%
CC1SCC(NC(=O)c2ccccc2Cl)CS1 (stereo not drawn),-9%[57.5 µM]
NCCC[C@@H](CC(=O)N[C@@H]1CCNC[C@H]1C(=O)N[C@H](CC(=O)N[C@@H](CCC(=O)O)CC(=O)O)Cc1ccccc1)NC(=O)C[C@H](CO)NC(=O)[C@@H]1CCCC[C@H]1N,-17%
CCCCOc1ccc(-c2c(C(=O)Nc3ccccc3)c(C)[nH]c(=S)c2C#N)cc1,3%
Cc1ccnc(NS(=O)(=O)c2ccc(NC(=O)C(C)(C)C)cc2)n1,-3%[57.5 µM]

Later entries:
compound,ERK EGF inh
CC(=O)Nc1ccc(CN2CCN(C3CCCC3)C(CCO)C2)cc1 (stereo not drawn),-17%
O=C(NC(=S)N1CCN(c2ccc(Cl)cc2[N+](=O)[O-])CC1)c1cccs1,-6%
CCOC(=O)c1c2c([nH]c(=S)c1C#N)CCCC2,-9%[57.5 µM]
COc1ccccc1-n1cc([C@@H]2C[C@H]3CN(c4ccccc4)C(=O)[C@]34CCCN24)cn1,-4%
COc1ccc(C(=O)C2CCCN(C(=O)C3CCOCC3)C2)c(C)c1 (stereo not drawn),8%
O=C1c2cccc(OCc3ccc(F)cc3)c2CCN1Cc1ccc(F)cc1,-3%
C=CCNC(=S)Nc1ccc(Cl)cc1,-9%
Cc1cccc(CN2CCc3c(OCC(=O)NCc4ccco4)cccc3C2=O)c1,-6%
CCN(CC)c1nc(-c2ccccc2)nc2c1sc(=S)n2CC,-12%
N#Cc1c(NC(=O)C2CCCO2)sc2c1CCCCCC2 (stereo not drawn),1%
c1cncc(N=c2scc(-c3cccc4ccccc34)n2CCCn2ccnc2)c1,7%
COc1ccc(C2c3cc(OC)c(OC)cc3CCN2S(C)(=O)=O)cc1OC (stereo not drawn),-1%
CNC(=O)COC(=O)c1cccc(S(=O)(=O)N2CCN(c3ccc(F)cc3)CC2)c1,6%[57.5 µM]
Cc1nc2ccc(S(=O)(=O)NC(C(=O)N3CCCC3)C(C)C)cc2s1 (stereo not drawn),7%
O=C(N/N=C/c1ccc[nH]1)c1ccccc1[N+](=O)[O-],8%
Cc1ccc2nc(NC(=O)c3ccc(Cn4cc(Cl)cn4)o3)sc2c1,u
Nc1nc2[nH]c(=O)cnc2c(=O)[nH]1,-8%
COc1ccccc1CCc1nnc(CCC(=O)NC(C)Cc2ccsc2)o1 (stereo not drawn),-20%
CCOC(=O)c1ccc(-n2c(CN(CC)CC)nc3ccc([N+](=O)[O-])cc3c2=O)cc1,-5%
CCOC(=O)Cc1cc(=O)n2[nH]c(-c3ccccc3)cc2n1,-6%
COc1cc(C(=O)NCc2ccc(C(=O)NCC(OC)OC)cc2)cc(OC)c1OC,1%
COc1ccccc1NC(=S)NNC(=O)c1ccccc1Br,8%
Cc1ccc(NC(=O)C(c2ccccc2)C2CCCC2)cc1 (stereo not drawn),3%
Cc1cccc(/C=N\Nc2nnc(-c3ccccc3)c(=O)[nH]2)c1,1%
Cc1cc(O)c2c(c1O)C(=O)C(O)=C(O)C2=O,-3%
CCc1c(C)nc(SCC(=O)Nc2nc(-c3ccc(OC)cc3)cs2)[nH]c1=O,u
CC(=O)Nc1nc(NC(=O)C(Cl)(Cl)Cl)n(-c2ccccc2)n1,-7%[57.5 µM]
COc1ccc2nc(C)cc(Sc3nc4ccccc4s3)c2c1,11%[57.5 µM]
CCN1C(=O)c2cccc3c(Cl)ccc(c23)C1=O,-1%
COc1ccc(C(=O)CSc2cc(C)nc(SCC(=O)c3ccc(C)cc3)n2)cc1,4%

6 entries drawn at random from those above:
compound,ERK EGF inh
Cc1cc(O)c2c(c1O)C(=O)C(O)=C(O)C2=O,-3%
C=CCNC(=S)Nc1ccc(Cl)cc1,-9%
CC(=O)Nc1nc(NC(=O)C(Cl)(Cl)Cl)n(-c2ccccc2)n1,-7%[57.5 µM]
COc1ccc(C(=O)C2CCCN(C(=O)C3CCOCC3)C2)c(C)c1 (stereo not drawn),8%
Cc1cccc(/C=N\Nc2nnc(-c3ccccc3)c(=O)[nH]2)c1,1%
CCc1c(C)nc(SCC(=O)Nc2nc(-c3ccc(OC)cc3)cs2)[nH]c1=O,u

Next results follow.
compound,ERK EGF inh
N#Cc1cccnc1Nc1ccc(Cl)cc1,4%
Cc1ccc(CNC(=O)CCS(=O)(=O)c2ccc(Br)cc2)cc1,21%
CCO[C@H]1OC(C(=O)NCc2nc3ccccc3[nH]2)=C[C@@H](C2CC2)[C@@H]1CCCO,-6%[57.5 µM]
O=C(c1cccnc1)N(Cc1ccccc1)C1(C(=O)Nc2ccccc2)CCCCC1,-5%
S=c1[nH]nc(-c2cccs2)n1/N=C/c1c(Cl)cccc1Cl,u
COCCNc1nc(-c2cccc(OC)c2)nc2ccccc12,13%
CCN(CC)C(=O)Cc1c(OC)ccc2cc(Br)ccc12,6%
Cc1ccccc1CS(=O)(=O)Cc1ccc(C(=O)NCCCN2CC(C)CC(C)C2)o1 (stereo not drawn),10%
Cn1c(-c2ccccc2)c(CCO)c2ccccc21,2%
COC(=O)CCc1sc(Nc2ccccc2)nc1-c1ccc(OC)cc1,-6%
C=CCNC(=O)c1ccccc1NC(=O)COc1ccccc1,-7%
COc1ccc(-c2cc(=O)oc3cc(OCC(C)=O)ccc23)cc1,0%
CN(C)CCN(C(=O)c1ccc(S(=O)(=O)N(C)C)cc1)c1nc2cc3c(cc2s1)OCCO3,3%
COC(=O)C1=C(N)N(c2ccccc2F)C2=C(C(=O)CC(C)(C)C2)C1c1ccc(OC)c(OC)c1 (stereo not drawn),0%
CC1CCc2sc(C(=O)N/N=C/c3ccc([N+](=O)[O-])cc3)cc2C1 (stereo not drawn),1%
Cc1ccc(C(=O)O)cc1NC(=S)NC(=O)c1ccc(-c2ccc(Cl)cc2)o1,1%[57.5 µM]
CC1=CN2C(=N)/C(=C/c3cn(CCCOc4ccccc4C)c4ccccc34)C(=O)N=C2S1,3%
Cc1cccc(C2C3=C(CCCC3=O)N=C3c4ccccc4C(=O)C32)c1 (stereo not drawn),u
CC(C)c1cc(C(F)(F)F)n2nc(C(=O)Nc3ccc(-n4cnnn4)cc3)cc2n1,-13%[57.5 µM]
CC(C)C(=O)Nc1nnc(SCC(=O)Nc2ccc3c(c2)OCCO3)s1,u
COc1ccc(NC(=O)c2n[nH]c(=O)c3ccccc23)cc1S(=O)(=O)N1CCCCC1,-3%
S=C(NCc1ccccc1)N1CCn2cccc2C1c1cccnc1 (stereo not drawn),4%
Oc1ccc(Cl)cc1C1=NNC(c2cccs2)C1 (stereo not drawn),-2%[57.5 µM]
COc1ccc(CNC(=S)NCc2ccc(OC)cc2)cc1,-12%
CSc1sc(-c2ccnc(SCC(=O)C(C)(C)C)n2)c2c1C(=O)CC(C)(C)C2,6%[57.5 µM]
CCOC(=O)C1=C(O)/C(=C\c2ccc(CNS(=O)(=O)c3ccc(Br)cc3)o2)N=C1C,-1%
CCOc1ccc(NC(=O)C(c2ccccn2)N(C(=O)CCl)c2ccc(F)cc2)cc1 (stereo not drawn),-1%
Cc1[nH]c2ccccc2c1/C=N/Nc1nc(N2CCCCC2)nc(N2CCCCC2)n1,4%
CCc1cc(C(=O)N=Nc2c(O)[nH]c3ccc([N+](=O)[O-])cc23)c2ccccc2n1,-5%
O=Cc1ccc(-n2cc(C=O)c3ccccc32)cc1,2%

A draw from above in order of molecular weight, high to low.
compound,ERK EGF inh
CSc1sc(-c2ccnc(SCC(=O)C(C)(C)C)n2)c2c1C(=O)CC(C)(C)C2,6%[57.5 µM]
CC(C)C(=O)Nc1nnc(SCC(=O)Nc2ccc3c(c2)OCCO3)s1,u
Cn1c(-c2ccccc2)c(CCO)c2ccccc21,2%

(further entries)
SMILES	ERK EGF inh
N=C1C(c2nc3ccccc3s2)=C(O)CN1NC(=O)c1c[nH]c2ccccc12	-12%
O=c1oc2ccccc2cc1-c1csc(Cc2nc(-c3ccc(Cl)cc3)cs2)n1	9%
CC(=O)Nc1cccc(Oc2nc(-c3ccccn3)nc3ccccc23)c1	-2%[57.5 µM]
CNC(=O)[C@@H]1C[C@H]1[C@@H](NC(=O)CNC(=O)OCc1ccccc1)c1ccccc1	-7%
Cc1ccc(S(=O)(=O)C2(C(=O)NC3CCCCC3C)CC2)cc1 (stereo not drawn)	-12%
N#Cc1c(-c2ccco2)cc(-c2ccccc2)[nH]c1=O	1%[57.5 µM]
NC1C(O)OC(CO)[C@@H](O)[C@@H]1O[C@H]1O[C@@H](C(=O)O)C(O)C(O)C1O (stereo partly drawn)	23%
CCc1n[nH]c(=S)n1/N=C/c1c[nH]c2ccc(Br)cc12	-11%
COc1cc(NS(=O)(=O)c2ccc(Cl)cc2)c(C(=O)O)cc1OC	12%
O=C(N/N=C/c1[nH]c2ccccc2c1Cl)c1cccc(Br)c1	3%[57.5 µM]
CN(C)/C=C1\SC(=S)N(N2C(=O)C3C4C=CC(C4)C3C2=O)C1=O (stereo not drawn)	8%
O=S(=O)(c1cccc(F)c1)N1CCc2sccc2C1c1ccc(OC(F)(F)F)cc1 (stereo not drawn)	1%[57.5 µM]
C=CCNCCOCCOc1ccc(C)cc1Br	8%
COC(=O)Cn1cnc2sc3c(c2c1=O)CCCC3	-6%
NC(=O)CSc1nc(C2CC2)nc2sc3c(c12)CCCC3	-4%

Later entries.
SMILES	ERK EGF inh
CC(=O)N1CCc2ccc(S(=O)(=O)N3CCN(C)CC3)cc21	-10%
COC(=O)C1(NC(=O)NC2CCCCC2)CCCCC1	-1%[57.5 µM]
Cc1ccc2c(Cl)cc(Cl)c(OCC(=O)NC3CCS(=O)(=O)C3)c2n1 (stereo not drawn)	-5%
CC(=O)N1CCN(S(=O)(=O)c2cccc(C(=O)Nc3ccccc3N3CCOCC3)c2)CC1	0%
CCN(CC(=O)Nc1ccc2c(c1)OCCO2)C(=O)/C=C/c1ccccc1	47%
Cc1ccc(C)c(C(=O)CCC(=O)NCc2ccc(Cl)cc2)c1	-7%
COCCNC(=O)/C(C#N)=C\c1ccc(CNS(=O)(=O)c2ccccc2)o1	-5%
O=C(NNc1ccccn1)C(c1ccccc1)c1ccccc1	0%
Cc1cc(C(=O)NNc2c(Cl)cccc2Cl)n(C(C)(C)C)n1	5%[57.5 µM]
CNC(=S)NNC(=O)CSCc1c(Cl)cccc1Cl	14%[57.5 µM]
Oc1c(Cl)cc(Cl)cc1/C=C/c1ccc2cccc(O)c2n1	-2%
COc1ccc(C(=O)NNC(=O)Cc2ccc(Cl)cc2)cc1	-4%
COc1ccccc1NC(=S)N(Cc1ccco1)Cc1cc2cc(C)cc(C)c2[nH]c1=O	-1%

Part of the list above, with each value named:
> Cc1ccc2c(Cl)cc(Cl)c(OCC(=O)NC3CCS(=O)(=O)C3)c2n1 (stereo not drawn)
  ERK EGF inh = -5%
> CC(=O)N1CCN(S(=O)(=O)c2cccc(C(=O)Nc3ccccc3N3CCOCC3)c2)CC1
  ERK EGF inh = 0%

Bioassay records as filed in PubChem.

A portion of the library. The share of hits here may be higher or lower than overall.
